Bioassay records as filed in PubChem BioAssay.
S3 lipid droplet: qHTS Assay for Lipid Storage Modulators in Drosophila S3 Cells | Drosophila S3 cells, BODIPY lipid droplet fluorescence, 18-24 h; cells fed with added oleic acid | lipid storage change, negative = inhibition, % at the top dose, mostly 46.1 µM; hits show Potency in µM | hit rate 0.64% among 320,000; active means well fitted inhibition curve with a large enough effect in the signal ratio, with a control signal flat, not every such curve was filed as active; inconclusive means small, poorly fitted or top-dose-only effect, or effect the other way, or a change in a side signal; the % refers to the signal ratio
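Drosophila S3 cells loaded with oleic acid (400 uM, as added) and compounds at several concentrations; lipid droplets imaged by 488-nm laser-scanning cytometry, 500–530 nm intensity and object ratio to cell channel. Percent activity normalized to 20 uM Triacsin C.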
S3 lipid droplet cell count max: second read-out of S3 lipid droplet, no call of its own (marks repeat the call); cell number change, %; measured here: cell count max response;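 cells counted by Cell Tracker Red CMTPX staining in the red channel; peak over a dose series mostly up to 46.1 µM; percent activity relative to internal control wells on each plate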
The depositor's hits bear a star; i = inactive; ? = inconclusive; / = no result given; [ ] = remark or other dose. On the % scale 0 is the no-effect control and ±100 the full control effect; potency means the concentration at half of the fitted maximal effect.

SMILES	S3 lipid droplet	S3 lipid droplet cell count max
CC(=O)C1=C(O)C(=O)N(c2ccc(Br)cn2)C1c1cccc([N+](=O)[O-])c1 (configuration not stated)	6%	29
Cc1ccc(NC(=O)c2cc(-c3ccccc3)n[nH]2)cc1	7%	10
CC(C)(C)c1cc(NC(=O)COC(=O)c2ccc(O)cc2O)n(-c2ccccc2)n1	?	/
COc1ccc(CC(=O)N2CCCc3ccccc32)cc1OC	i	-22
CC(C)c1ccc(/C=C/C(=O)O)cc1	0%	9
CC(=O)Nc1cc(C(F)(F)F)ccc1N1CCOCC1	1%	3
COc1ccc(-n2nc(C(=O)NCC(=O)NCCCN3CCOCC3)c3ccccc3c2=O)cc1Cl	?	/
Cc1ccc(N(CC(=O)N2CCN(c3ccc(F)cc3)CC2)S(=O)(=O)c2c(C)noc2C)cc1	?	/
O=C(Nc1cccc(Cl)c1)Nc1ccc(Cl)cn1	?	/
CCc1ccc(N2C(=O)CN(Cc3sccc3C)C2=S)cc1	-1%	-16
COC(=O)c1ccc(NC(=O)CSc2nnc(CNc3ccc(F)cc3)n2C)cc1	8%	13
CC(C)(C)NC(=O)C(c1cccnc1)N(C(=O)c1csnn1)c1ccccc1 (configuration not stated)	i	-2
COc1ccc(CNC(=O)/C(C#N)=C/c2cccc(OC)c2OC)cc1	?	/
COCCCNCCOCCSc1ccc(Cl)cc1	?	/
O=C(CSc1nnc(-c2ccco2)n1Cc1ccccc1)c1ccccc1	13%	-25
CCOC(=O)c1sc(NC(=S)NC(=O)c2ccco2)nc1C	-12%	-19
CCCC(=O)NCC(c1cccs1)S(=O)(=O)c1ccc(Cl)cc1 (configuration not stated)	i	-3
Cc1cccc(NC(=O)N(C)Cc2cccs2)c1	?	/
CCOC(=O)C1CCCN(C(=O)CCNS(=O)(=O)c2cc(Br)cnc2N)C1 (configuration not stated)	?	/
CCCSc1sc(C(=O)OC)c(-c2cccs2)c1C#N	13%	11
O=C(CN1CCN(c2ccccn2)CC1)Nc1ccc([N+](=O)[O-])cc1C(=O)Nc1ccccc1F	?	/
Cc1ccc(N2CN=C3SCC(=O)N3C2)cc1C	3%	16
CN(C)C(=O)CSc1nnc(NC(=O)CCc2ccccc2)s1	8%	1
CCn1c(S(=O)(=O)O)nc2ccccc21	-3%	6
C/C(=N\Nc1cc(N2CCOCC2)nc(C)n1)c1cccc([N+](=O)[O-])c1	-36%	/

Next section:
SMILES	S3 lipid droplet	S3 lipid droplet cell count max
CCSc1ncccc1-c1nc2ccccc2[nH]1	?	/
CCOc1ccc(C(C)C)cc1S(=O)(=O)Nc1ccc(Cl)cn1	i	7
COc1ccc(C(=O)OCc2ccccc2F)cc1S(=O)(=O)N1CCCC1	?	/
O=C(Nc1ccc(S(=O)(=O)N2CCCC2)cc1)c1ccc(OCC2CCCO2)cc1 (configuration not stated)	?	/
O=C(CNS(=O)(=O)c1ccc2c(c1)OCCCO2)N1CCN(c2ccc(F)cc2)CC1	?	/
O=C(COC(=O)/C=C/c1ccccc1Cl)NC1CCCC1	11%	-23
COc1ccc(-n2c(Cc3cccn3C)nnc2SCC(=O)Nc2ccc(Cl)cc2)cc1	-16%	/
CCNC(=O)NC(=O)CSc1ccc2ccccc2c1	?	/
O=C(NNC(=O)c1ccncc1)Nc1ccc([N+](=O)[O-])cc1	?	/
Cc1ccc(C)c(NC(=O)CN(C)C(=O)c2ccccc2Cc2ccccc2)c1	?	/
CCOC(=O)C1CCCN(C(=O)Cc2c(C(=O)O)[nH]c3ccccc23)C1 (configuration not stated)	?	/
Cc1nc2ccccc2c(=O)n1NC(=O)COc1ccccc1	i	11
O=C(O)c1ccc2c(c1)C(=O)N([C@H](Cc1ccc(O)c(O)c1)C(=O)O)C2=O	6%	6
Cc1cccc(C(=O)Nc2sc(C(=O)N3CCCC3)c(C)c2C#N)c1	?	/
CCc1cccc(NS(=O)(=O)c2ccc(-n3cccn3)cc2)c1	13%	19
COc1cc(S(=O)(=O)n2ccc(C)n2)ccc1Cl	i	1
c1cncc(CNc2ncn[nH]2)c1	16%	15
COc1ccc(-c2[nH]ncc2/C=N\NC(=O)c2ccc(C(C)(C)C)cc2)cc1OC	?	/
CCCNC(=O)Cn1c(=O)oc2cc(S(=O)(=O)N3CC(C)CC(C)C3)ccc21 (configuration not stated)	?	/
Cc1cccc(C(=O)NNC(=O)CSc2nnc(C3CC3)n2C)c1	?	/
O=C1c2cccc([N+](=O)[O-])c2C(=O)N1C1CCCCC1	?	/
CCOC(=O)c1c(C)[nH]c(C(=O)OCC(=O)N2c3ccccc3CC2C)c1C (configuration not stated)	?	/
COc1cc(Cl)c(S(=O)(=O)NCCCN2CCOCC2)cc1Cl	?	/
Cc1ccccc1NC(=S)Nc1ccccc1	i	18
Cc1ccc(S(=O)(=O)N2CCOCC2)cc1C(=O)N1CCN(Cc2ccccc2)CC1	1%[0.0737 µM]	-4

(listing goes on)
SMILES	S3 lipid droplet	S3 lipid droplet cell count max
CCCCC(=O)Nc1nc(C)c(-c2csc(Nc3ccccc3OC)n2)s1	0%	-15
Cc1ccc(NC(=O)Nc2ccc3c(c2)N(C)C(=O)CS3)cc1C	?	/
CS(=O)(=O)N1CCCC(C(=O)NCc2ccc(F)cc2Cl)C1 (configuration not stated)	4%	-1
COC(=O)c1ccc(NC(=O)C2CCCN2C(=O)Nc2cccc(C(C)=O)c2)cc1 (configuration not stated)	?	/
Cc1cccc(C)c1OCC(=O)N=Nc1c(O)[nH]c2ccc(Br)cc12	i	/
CC1Cc2ccccc2N1C(=O)COC(=O)c1ccc(Cl)c(S(=O)(=O)N2CCOCC2)c1 (configuration not stated)	?	/
O=C(COc1cccc(C(F)(F)F)c1)N1CCN(c2ccc(O)cc2)CC1	?	/
CCOc1ccc(S(=O)(=O)N2CCOCC2)cc1NC(=O)CSCC(=O)Nc1cccc(C)c1	i[0.369 µM]	-10
CN(NC(=O)c1ccccc1)c1nc2ccccc2nc1C(F)(F)F	?	/
CC1CN(c2ncnc3c2cnn3-c2ccc(Cl)cc2)CC(C)O1 (configuration not stated)	?	/
Clc1cccc(CSc2nccn2-c2ccccc2)c1	?	/
COc1ccc(CNC(=O)[C@H](C)NC(=O)C2CC(=O)N(c3ccc4c(c3)OCO4)C2)cc1 (some centres not stated)	?	/
Cc1ccc(Nc2nc(CSc3nnnn3-c3ccccc3)cs2)cc1	?	/
Cc1c(C)n(Cc2ccc(F)cc2)c2ccc(C(=O)NCCN3CCOCC3)cc12	?	/
CCOc1ccc(N(CC(=O)Nc2c(C)cccc2C)S(=O)(=O)c2c(C)[nH]c(=O)[nH]c2=O)cc1	?	/
CCc1ccc2[nH]c(=O)c(CN(CCN(C)C)C(=O)Nc3ccccc3OC)cc2c1	?	/
COc1ccc(OC)c(N2CC(O)(c3ccccc3)[N+]3=C2SCCC3)c1 (configuration not stated)	5%	6
COn1c(=O)c(-c2cccc(Br)c2)[n+]([O-])c2ccccc21	?	/
O=C(CN1C(=O)c2ccccc2C1=O)OCC(=O)N1CCN(c2ccccc2)CC1	-24%[0.0737 µM]	-15
Cc1[nH]c2ccc(-c3nnc(SCC(=O)c4ccccc4F)o3)cc2c1C	?	/
CCOC(=O)c1c(-c2ccc(OC)cc2)csc1NC(=O)CSc1nnc(C)c(=O)[nH]1	?	/
C/C=C/C=N/Nc1nc(C)cc(=O)[nH]1	?	/
NS(=O)(=O)c1ccc(NC(=O)COC(=O)CCC2CCCCC2)cc1	?	/
CCCCn1c(N)c(Br)c(=O)[nH]c1=O	-5%	7
CSc1cccc(NC(=O)c2cnn3ccccc23)c1	8%	0

The results go on:
SMILES	S3 lipid droplet	S3 lipid droplet cell count max
CCC(NC(=O)c1ccccc1NC(=O)c1ccco1)C(=O)NNC(=O)c1ccc(OC)cc1 (configuration not stated)	?	/
O=C(NCC1CCCO1)c1cccc(-n2cnnn2)c1 (configuration not stated)	?	/
C/C(=N\NC(=O)COc1ccc([N+](=O)[O-])cc1)C(C)(C)C	?	/
Cc1ccccc1N1CCN(CC(=O)Nc2nccs2)CC1	-7%	1
Cc1ccc(OCCSc2nc3ncnc(N)c3[nH]2)cc1	?	/
O=C(c1ccco1)N1CCN(C(=O)c2cnn3c(C(F)(F)F)cc(-c4cccs4)nc23)CC1	i	-3
OCC1CCCC(n2cnc3c(=S)nc[nH]c32)O1 (configuration not stated)	-35%	-45
COC(=O)c1sccc1NC(=O)/C=C\c1ccc(Cl)cc1Cl	?	/
COC(=O)c1[nH]c2ccc(C)cc2c1NC(=O)CN1CCCC(C)(C)C1	?	/
COc1ccc(Cn2c(-c3ccc(C)cc3)c[n+]3ccccc23)cc1	?	/
Cc1ccc(/C=C/C(=O)N2CCN(S(=O)(=O)c3c(C)c(C)cc(C)c3C)CC2)o1	-8%	-1
Cc1cc2oc(=O)cc(CN3CCN(C/C=C/c4ccccc4)CC3)c2cc1O	?	/
CC(C)(C)NC(=O)CN(Cc1ccco1)C(=O)CCC(=O)Nc1nccs1	?	/
CC1CCc2c(sc(NC(=O)COC(=O)C3CCCO3)c2C#N)C1 (configuration not stated)	10%	0
O=C(COc1ccc(F)cc1)N(Cc1cccs1)C1CCS(=O)(=O)C1 (configuration not stated)	-3%	4
O=C(O)c1ccc(/C=N/NC(=S)NCc2ccccc2)cc1	?	/
O=C(COc1cc(F)ccc1[N+](=O)[O-])Nc1ccc(N2CCOCC2)cc1	?	/
CCn1c(SCC(=O)N2CCN(C)CC2)nc2c1c(=O)n(C)c(=O)n2C	?	/
CCOC(=O)C(C)n1cnc2c(oc3ccccc32)c1=O (configuration not stated)	-10%	4
Cc1c(C(=O)O)oc2ccc(S(=O)(=O)NCc3ccc(F)cc3)cc12	8%	4
O=C(Cc1c(F)cccc1Cl)N1CCN(S(=O)(=O)c2cccc(F)c2)CC1	?	/
N#CC1=C(N)Oc2n[nH]c(-c3ccc(F)cc3)c2C1c1cccc(OC(=O)N2CCOCC2)c1 (configuration not stated)	?	/
COc1ccccc1CNC(=O)c1ccc(CS(=O)(=O)c2ccccc2OC)o1	?	/
CCOC(=O)c1c(NC(=O)CN2C(=O)NC(C)(c3ccc(OC(F)F)cc3)C2=O)sc(C)c1C (configuration not stated)	15%	1
CCOC(=O)C1=C(C)N(c2ccccc2)C(=O)NC1c1cccc([N+](=O)[O-])c1 (configuration not stated)	?	/

Reprinted at random: 4 entries already listed
SMILES	S3 lipid droplet	S3 lipid droplet cell count max
Cc1ccccc1NC(=S)Nc1ccccc1	i	18
Cc1ccc(C)c(NC(=O)CN(C)C(=O)c2ccccc2Cc2ccccc2)c1	?	/
O=C(Nc1cccc(Cl)c1)Nc1ccc(Cl)cn1	?	/
CCc1ccc2[nH]c(=O)c(CN(CCN(C)C)C(=O)Nc3ccccc3OC)cc2c1	?	/

Next section.
SMILES	S3 lipid droplet	S3 lipid droplet cell count max
CCOC(=O)N1CCC(N2C(=O)c3ccccc3C2Nc2ccc(Cl)cn2)CC1 (configuration not stated)	7%	/
Cc1ccc(NC(=O)COC(=O)CN2CCCCCC2=O)cc1C	?	/
Cc1cc(C)n(C(=O)c2ccc([N+](=O)[O-])cc2[N+](=O)[O-])n1	0%	-10
Cc1ccc(N(C(C)C(=O)N2CCOCC2)S(C)(=O)=O)cc1C (configuration not stated)	21%	7
CC(C)(CN1CCCC1)NC(=O)C1CCC(=O)N(CCCN2CCOCC2)C1 (configuration not stated)	-6%	/
COc1ccc(NC(=O)C2CCCN2S(=O)(=O)c2ccc(C)cc2)cc1 (configuration not stated)	?	/
Cc1ccc(C(=O)NCC(=O)OCC(=O)c2cc(C)n(Cc3ccco3)c2C)cc1	8%	-1
COc1ccc([N+](=O)[O-])c(OC)c1C(=O)Nc1ccc(F)cc1F	4%	12
COc1ccc(NC(=O)CNC(=O)c2sc3ccccc3c2Cl)c(OC)c1	?	/
Clc1nc(Cl)nc(-c2cn(-c3ccccc3)c3ccccc23)n1	12%	0
CCOC(=O)c1sc2nc(CC(=O)OC)nc(NCCN3CCOCC3)c2c1C	?	/
CN(C)CCCn1c2c(c(SCC(=O)Nc3ccc4c(c3)OCO4)nc1=O)CCC2	-7%[0.0737 µM]	/
COc1ccc2oc(-c3ccccc3)c(C(=O)N(C)C)c2c1	?	/
N#Cc1c(-c2ccc(F)cc2)cc(C2CC2)nc1SCC(=O)c1cccs1	-3%	9
Cn1cccc1C(=O)NC(=O)CSc1nnc(C2CC2)n1-c1ccccc1	?	/

In a second layout: entries from further up
COc1ccc(NC(=O)C2CCCN2S(=O)(=O)c2ccc(C)cc2)cc1 (configuration not stated)
  S3 lipid droplet: ?
  S3 lipid droplet cell count max: /

Clc1nc(Cl)nc(-c2cn(-c3ccccc3)c3ccccc23)n1
  S3 lipid droplet: 12%
  S3 lipid droplet cell count max: 0

N#Cc1c(-c2ccc(F)cc2)cc(C2CC2)nc1SCC(=O)c1cccs1
  S3 lipid droplet: -3%
  S3 lipid droplet cell count max: 9

Cc1ccc(N(C(C)C(=O)N2CCOCC2)S(C)(=O)=O)cc1C (configuration not stated)
  S3 lipid droplet: 21%
  S3 lipid droplet cell count max: 7

Four structures from above, ordered by heavy-atom count, low to high.
SMILES	S3 lipid droplet	S3 lipid droplet cell count max
Clc1nc(Cl)nc(-c2cn(-c3ccccc3)c3ccccc23)n1	12%	0
Cc1cccc(C)c1OCC(=O)N=Nc1c(O)[nH]c2ccc(Br)cc12	i	/
CC(C)(C)NC(=O)C(c1cccnc1)N(C(=O)c1csnn1)c1ccccc1 (configuration not stated)	i	-2
COc1ccccc1CNC(=O)c1ccc(CS(=O)(=O)c2ccccc2OC)o1	?	/

Only part of the results is shown; the hit share may differ from the screen's.
